Screens deposited in PubChem by The Scripps Research Institute Molecular Screening Center.
ZTA DNA inh – counter-screen for EBNA-1 inhibitors: inhibitors of Epstein-Barr virus ZTA; inhibition, % at 11 µM; ZTA-DNA binding, fluorescence polarization; hit rate 0.15% among 320,000; in the data active = inhibition above about 33%
PREPL inh – PREPL enzyme inhibitors, primary screen, biochemical, fluorescence polarization; Prolyl endopeptidase-like (Homo sapiens), Q4J6C6; recombinant PREPL, fluorescence polarization activity-based probe; inhibition, % at 5.96 µM; hit rate 0.68% among 320,000; AID 2751, 2010; in the data active = inhibition above about 43%;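 note: 0% = enzyme with DMSO and 100% = wells lacking enzyme; many of its hits are not listed in these tables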
PAFAH2 inh – PAFAH2 enzyme inhibitors, primary screen, biochemical, fluorescence polarization, human. inhibition, % at 3.39 µM. hit rate 0.99% among 340,000. Platelet-activating factor acetylhydrolase 2, cytoplasmic (Homo sapiens), Q99487. recombinant PAFAH2, FP-rhodamine activity probe. AID 492956, 2010;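 active = inhibition above the mean over all tested compounds plus 3 SD, cut at about 30% in these data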;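 note: inhibitors block probe labeling of enzyme so polarization drops; 0% = enzyme with DMSO and 100% = wells lacking PAFAH2 protein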
EBNA-1 inh – EBNA-1 DNA-binding inhibitors, primary screen, biochemical, fluorescence polarization | inhibition, % at 14.8 µM | hit rate 0.34% among 300,000; in the data active = inhibition above about 28%
GSTO1 inh – inhibitors of recombinant GSTO1, primary screen, counter-screen for RBBP9 inhibitor project, biochemical, fluorescence polarization; Glutathione S-transferase omega-1 (Homo sapiens), P78417; activity-based probe fluorescence polarization; inhibition, % at 5.96 µM; hit rate 1.1% among 300,000;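 active = inhibition above the campaign mean inhibition plus 3 SD, cut at about 35% in these data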;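 note: 0% = GSTO1-1 with DMSO and 100% = wells lacking GSTO1-1 enzyme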
Target sequence (P78417 whole entry, looked up): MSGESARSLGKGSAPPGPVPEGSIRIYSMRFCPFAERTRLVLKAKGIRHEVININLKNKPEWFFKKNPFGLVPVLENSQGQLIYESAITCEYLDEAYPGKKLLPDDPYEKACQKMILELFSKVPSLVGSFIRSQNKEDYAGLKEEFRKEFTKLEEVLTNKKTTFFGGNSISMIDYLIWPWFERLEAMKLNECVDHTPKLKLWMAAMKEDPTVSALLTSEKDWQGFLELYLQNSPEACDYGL
PAFAH1B3 inh – PAFAH1B3 enzyme inhibitors, primary screen, biochemical, fluorescence polarization, human; Platelet-activating factor acetylhydrolase IB subunit alpha1 (Homo sapiens), Q15102; recombinant PAFAH1B3, FP-rhodamine probe; inhibition, % at 3.39 µM; hit rate 0.28% among 340,000;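 active = inhibition above the screen-wide average of all tested compounds plus 3 SD, cut at about 25% in these data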;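 note: 0% = enzyme with DMSO only and 100% = wells lacking PAFAH1B3 protein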
Target sequence (Q15102 whole entry, looked up): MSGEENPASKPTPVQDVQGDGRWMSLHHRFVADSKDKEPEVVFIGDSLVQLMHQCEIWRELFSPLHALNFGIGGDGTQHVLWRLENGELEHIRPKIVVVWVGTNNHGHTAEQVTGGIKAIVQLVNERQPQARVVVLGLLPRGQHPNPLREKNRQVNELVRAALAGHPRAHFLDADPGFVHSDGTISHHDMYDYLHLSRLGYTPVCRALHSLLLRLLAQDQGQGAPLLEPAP
LYPLA2 counter – LYPLA2 inhibitors, primary screen, counter-screen for PME1 inhibitor project, biochemical, fluorescence polarization, FP-Rh probe ABPP. hit rate 0.38% among 320,000. recombinant LYPLA2. inhibition, % at 5.9 µM;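 active = inhibition above the screen-wide mean plus 3 SD, limit set per campaign, cut at about 26% in these data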;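 note: 0% = LYPLA2 with DMSO and 100% = wells lacking LYPLA2 enzyme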
Target sequence (O95372 whole entry, looked up): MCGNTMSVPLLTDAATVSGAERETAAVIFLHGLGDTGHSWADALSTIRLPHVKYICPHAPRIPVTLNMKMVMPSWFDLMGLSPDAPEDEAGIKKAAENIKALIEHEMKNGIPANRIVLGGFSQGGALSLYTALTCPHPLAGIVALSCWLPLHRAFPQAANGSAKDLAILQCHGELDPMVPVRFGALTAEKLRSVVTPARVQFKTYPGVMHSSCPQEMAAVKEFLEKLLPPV
PAD4 FP inh – human PAD4 inhibitors, primary screen, biochemical, fluorescence polarization, 1536-well format; Protein-arginine deiminase type-4 (Homo sapiens), Q9UM07; recombinant PAD4, RCA probe fluorescence polarization; inhibition, % at 6.36 µM; hit rate 0.41% among 330,000; AID 485272, 2010;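 active = percent inhibition above a cutoff equal to the mean of all tested compounds plus 3 SD, cut at about 15% in these data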;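 note: 0% = PAD4 with RCA probe and DMSO and 100% = probe without PAD4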
LYPLA1 counter – LYPLA1 inhibitors, primary screen, counter-screen for PME1 inhibitor project, biochemical, fluorescence polarization, FP-Rh probe ABPP | recombinant LYPLA1 | inhibition, % at 5.9 µM | hit rate 0.16% among 320,000;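 active = inhibition above the mean of all tested compounds plus 3 SD, set per campaign, cut at about 14% in these data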;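 note: inhibitors block serine hydrolase probe labeling of LYPLA1 so polarization falls; 0% = enzyme with DMSO and 100% = wells lacking LYPLA1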
Target sequence (O75608 whole entry, looked up): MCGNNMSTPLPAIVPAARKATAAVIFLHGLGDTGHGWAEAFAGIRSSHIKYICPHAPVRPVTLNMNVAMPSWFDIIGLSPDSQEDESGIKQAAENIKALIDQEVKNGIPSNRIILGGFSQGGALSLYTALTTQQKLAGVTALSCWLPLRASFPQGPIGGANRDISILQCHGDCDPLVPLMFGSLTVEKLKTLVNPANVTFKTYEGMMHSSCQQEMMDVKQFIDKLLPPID
Numbers without * were called inactive; . = no result given. Some of the compounds tested; count on the stated rates, not on these rows.

SMILES	ZTA DNA inh	PREPL inh	PAFAH2 inh	EBNA-1 inh	GSTO1 inh	PAFAH1B3 inh	LYPLA2 counter	PAD4 FP inh	LYPLA1 counter
O=[N+]([O-])c1cccc(-c2csc(Nc3ccccc3)n2)c1	-5.7	24.0	-0.7	3.4	-0.9	0.5	2.2	-0.9	-2.1
Oc1c(CN2CCc3ccccc3C2)cc(Cl)c2cccnc12	-1.1	39.9	9.0	-2.0	5.9	12.1	0.8	-9.9	-1.1
C=C[C@]1(C)C=C2CC[C@H]3[C@@](C)(CCC[C@@]3(C)C(=O)O)[C@@H]2CC1	.	17.6	9.1	.	.	0.2	.	3.1	.
COc1ccc(CN2CCCC(C(=O)N3CCCCC3)C2)c(OC)c1 (stereo not drawn)	-0.8	30.6	-2.9	-2.6	0.5	11.6	-1.1	4.5	-2.3
COc1ccc2[nH]c(=S)cc(C)c2c1	5.4	3.8	8.9	2.3	-1.6	2.1	5.7	3.3	-0.1
O=C(O)c1ccccc1C(=O)Nc1ccc(S(=O)(=O)Nc2nccs2)cc1	-3.2	8.5	2.8	3.6	4.0	3.5	-2.4	2.6	-3.1
CCOC(=O)C1=C(C)N(C)C(C)=C(C(=O)OCC)C1c1ccccn1	-1.7	-1.2	-13.8	-21.2	-0.3	-1.9	-7.9	-5.0	-2.1
COc1ccccc1C(=O)N/C(=N/c1nc(C)cc(C)n1)Nc1ccccc1	-11.8	13.3	2.2	-0.8	-5.6	8.9	-5.0	6.6	0.0
CN(C)CCCNC(=O)c1cc(Br)ccc1O	-6.9	-1.9	.	1.4	-1.9	.	1.6	1.4	1.6
COc1ccc(-n2nnc3c(=O)n(CC(=O)Nc4ccc5c(c4)OCCO5)cnc32)cc1OC	15.2	2.3	-8.6	10.5	-0.6	-2.7	-3.5	0.2	-4.3
COc1cc2c(cc1OC)CN(CC(=O)Nc1ccc(F)cc1F)CC2	-7.3	25.1	-5.9	0.0	17.3	2.1	5.3	0.1	-1.6
O=C1C=C(c2ccc3c(c2)oc2ccccc23)C[C@@H](c2ccc3c(c2)OCO3)C1	1.8	23.0	-11.9	.	.	-4.6	-0.9	-1.9	0.2
COc1ccccc1N1CCN(C(=O)c2cc(=O)c3c(C)cc(C)cc3o2)CC1	6.7	5.4	3.0	-15.9	12.0	-10.7	-2.6	2.0	-1.6
Cc1cc(C)c2sc(NC(=O)c3ccc(N4C(=O)CCC4=O)cc3)nc2c1	19.9	-6.0	-12.6	-1.2	-19.4	-11.4	-3.8	-0.7	-13.4
Cc1nc2nc(-c3ccc(Cl)cc3)cn2nc1C	-17.1	13.5	5.0	-19.1	1.5	4.9	-2.7	-5.0	2.9
CC1CCC/C(=N\NC(=O)COc2ccccc2Cl)C1 (stereo not drawn)	-3.1	-4.8	8.6	8.4	2.1	-0.3	1.3	0.9	-0.5
Clc1ccc(COc2cccc(CNCc3ccncc3)c2)cc1	-33.9	-13.3	5.9	-9.0	9.7	6.1	8.2	-6.7	2.4
COc1ccc(N2C(=O)c3ccccc3NC23CCCC3)cc1	-2.0	-0.8	-3.3	3.9	8.0	1.7	-0.1	0.1	4.1
O=C(CN1CCN(c2ccccn2)CC1)N1CCc2ccccc21	-2.1	5.8	-3.9	-6.9	1.2	1.9	5.6	0.1	0.5
COc1cc(NC(C)=O)c2ncccc2c1NC(C)=O	-6.3	-3.7	6.8	-10.0	-5.8	7.5	6.0	-1.6	-0.9
O=C(Nc1ccc(F)cc1F)c1cc(-c2ccco2)on1	3.7	19.0	-15.1	4.3	6.6	-11.0	4.1	-3.6	-3.1
O=C(CSc1nnc(CNc2ccc(F)cc2)o1)N1c2ccccc2Sc2ccccc21	-5.2	1.4	-5.4	-0.2	3.1	7.1	-4.5	-0.6	-7.0
Cc1ccc(S(=O)(=O)N/N=C/c2ccc(O)c(O)c2)cc1[N+](=O)[O-]	16.0	-7.0	12.8	-3.0	49.9*	7.7	-0.1	-3.3	1.9
Nc1nc(SCC(=O)Nc2ccccc2Sc2ccc(Cl)cc2)n[nH]1	2.5	-5.1	-1.3	1.1	0.7	-3.4	-1.6	-2.4	-2.6
Cn1c(C(=O)NCCN2CCc3ccccc3C2)cc2c(=O)[nH]c3ccccc3c21	13.6	-25.4	2.7	-0.1	-3.2	0.4	-4.4	-4.5	-6.0
Cc1cccc(NC(=O)c2ccc(OC3CSC3)cc2)c1	3.5	3.4	-1.0	2.7	-2.2	4.4	-1.3	2.2	-6.1
O=C1c2ccccc2C(Nc2ccc(S(=O)(=O)N3CCOCC3)cc2)N1Cc1ccco1 (stereo not drawn)	12.9	-1.8	2.7	-2.1	1.4	-2.0	0.6	-0.1	-4.0
S=C(NCc1ccccc1)N1CCN(Cc2ccc3c(c2)OCO3)CC1	8.5	-12.2	9.4	-7.7	-7.7	1.1	-7.2	-1.4	-3.8
COc1ccc(CN(CC(=O)NCc2ccc(F)cc2)C(=O)CCC(=O)Nc2cc(C)ccn2)cc1	0.1	0.7	-8.1	-2.4	2.6	-1.8	4.9	-2.6	-4.0
Cc1cccc2cc3ccccc3nc12	14.6	0.7	5.9	11.0	0.8	-0.2	-0.2	-0.2	0.6
CCOC(=O)CN(C(=O)CSc1nnc(-c2cccc(OC)c2)o1)c1ccc(F)cc1	-6.6	3.0	-0.8	-17.6	-3.2	3.6	4.7	-0.6	0.2
COCCCNCCOCCOc1ccc(Cl)cc1Br	7.6	-1.7	-6.5	-5.0	-7.0	-0.9	-3.0	-4.5	-2.7
CCOC(=O)Cn1c(S(=O)(=O)Cc2ccc(F)cc2)nc(-c2ccccc2)c1-c1ccccc1	-16.4	2.0	5.5	-5.5	2.4	2.8	5.7	-2.0	-0.8
COc1ccc(C(=O)Nc2ccc3[nH]ncc3c2)cc1	3.2	9.1	-1.0	-4.3	7.2	1.1	1.5	-2.3	-1.1
Cc1cc(C)nc(SCC(=O)Nc2ccc(S(=O)(=O)Nc3onc(C)c3C)cc2)n1	4.7	-7.5	3.9	1.3	1.6	6.3	-7.0	-2.8	-3.9
COc1cccc(CC(=O)OCC(=O)NNC(=O)c2ccc(Br)cc2)c1	-13.0	4.0	-4.7	.	.	4.2	-8.7	-12.7	1.4
Cc1ccc(CNC(=O)CCc2c(C)[nH]c(=O)c(C#N)c2C)cc1	7.9	-2.4	-3.2	-7.2	-4.1	-1.5	4.6	5.2	-4.0
CC1CCCCN1C(=O)Cn1c(=O)oc2ccccc21 (stereo not drawn)	10.8	10.6	0.2	14.5	3.0	4.2	-5.6	-0.9	1.1
COC(=O)C1=C(C)N(Cc2cccnc2)C(=O)/C1=C\c1cccs1	-41.7	-14.9	.	-7.5	4.8	.	5.5	-1.9	2.2
Cc1ccc(CNC(=O)c2ccc(CN3CCOCC3)cc2)cc1	5.9	4.3	-3.2	-3.1	-4.3	-0.8	1.8	0.5	1.5
CCCNC(=O)COC(=O)/C=C/c1ccc(C)o1	1.0	0.4	40.4*	-1.1	10.9	5.4	3.8	-1.0	-1.5
COc1ccc(OC)c(NC(=O)c2ccc3c(=O)n(CCc4ccccc4)c(=S)[nH]c3c2)c1	10.4	-0.1	5.4	3.6	5.8	-1.1	1.5	0.2	-4.0
NS(=O)(=O)c1cc(C(=O)NCCc2ccccn2)ccc1Cl	-3.4	0.6	-1.7	0.3	-2.1	2.8	-4.2	0.2	-0.7
CCNC(=S)N/N=C/c1cn(Cc2ccccc2F)c2ccccc12	4.2	15.7	3.4	4.6	-4.2	1.8	1.4	-1.1	-1.2
O=C(NCCOc1ccc2ccccc2c1)c1cncc(Br)c1	-6.9	-5.2	-7.5	-2.1	1.5	4.3	3.6	0.1	-2.1
Cc1ccc(NC(=O)CN(C)S(=O)(=O)c2ccc(Cl)s2)c(O)c1	-0.6	3.3	4.6	.	.	8.9	0.0	-1.3	-2.9
O=C1c2ccccc2C(=O)N1OCc1ccccc1[N+](=O)[O-]	-7.6	6.4	3.3	-3.5	4.6	3.8	5.3	-3.9	2.1
O=C1CCCc2sccc2N1	-9.9	4.3	6.7	13.3	0.5	1.2	-0.2	-2.6	-3.1
Cc1cccc(NC(=O)c2cc(S(=O)(=O)N3CCc4ccccc43)cn2C)c1C	9.9	-4.5	-7.2	27.6*	-4.4	-3.7	-1.0	-2.5	0.0
COCCn1c(C)cc(/C=N/NC(=O)c2cccnc2)c1C	11.6	11.4	3.9	-3.4	5.9	5.7	12.0	-0.8	-0.2
COCCCC1CCN(Cc2nc(-c3ccccc3)no2)CC1	-16.2	3.1	-9.3	-3.5	-2.4	-0.5	2.1	-3.7	2.4
COC(=O)[C@]1(Cc2ccccc2)N[C@H](CN(C)C(=O)c2ccccc2)[C@@H]2C(=O)N(C)C(=O)[C@@H]21	.	8.3	9.3	.	.	11.1	.	-0.3	.
CC1(C)CC(N2CCCC2)=CC(=[N+]2CCCC2)C1	-1.1	28.3	-2.1	11.0	-2.5	3.8	-2.1	3.0	-1.3
CCOc1ccc(NC(=O)c2ccc(-c3csc(C)n3)cc2)cc1	-14.0	-4.1	-6.4	0.6	7.0	4.3	-1.5	4.4	-1.3
C/C(=N\Nc1c(F)c(F)c(Br)c(F)c1F)c1ccncc1	-0.4	-16.5	-1.9	-3.1	2.2	-0.1	3.0	-7.9	-0.5
COC(=O)CNC(=O)C1Cc2ccccc2CN1S(=O)(=O)c1ccc(F)cc1 (stereo not drawn)	0.2	-6.7	3.3	2.5	1.9	8.0	-2.0	-2.3	-1.1
O=C(Nc1nccs1)c1ccc(-c2ccc(F)c(Cl)c2)o1	-22.6	-10.8	-11.4	-1.7	-3.1	-8.0	-32.2	-7.1	-13.3
O=C(NCCCn1ccnc1)c1ccc(S(=O)(=O)N2CCCCCC2)cc1	7.2	7.3	1.0	2.8	2.1	-2.5	2.5	-1.4	0.2
Cc1nn(C)cc1CN(C)Cc1ccc(OCC(O)CN2CCCCC2)cc1 (stereo not drawn)	0.4	1.2	0.9	6.5	13.6	2.9	7.9	4.5	3.7
CCCCC(=O)OCc1nc(N)nc(Nc2ccccc2C)n1	-17.9	9.3	2.1	2.8	-0.9	4.4	2.8	-10.7	3.1

Look-ups from the list:
S=C(NCc1ccccc1)N1CCN(Cc2ccc3c(c2)OCO3)CC1 in ZTA DNA inh reads 8.5
Nc1nc(SCC(=O)Nc2ccccc2Sc2ccc(Cl)cc2)n[nH]1 in PAFAH1B3 inh reads -3.4

(continued)
SMILES	ZTA DNA inh	PREPL inh	PAFAH2 inh	EBNA-1 inh	GSTO1 inh	PAFAH1B3 inh	LYPLA2 counter	PAD4 FP inh	LYPLA1 counter
CC1=CC2=NCC(O)CN2C=C1 (stereo not drawn)	4.2	5.4	-6.3	0.3	8.0	-2.5	0.7	1.2	0.3
Cc1cc(=O)oc2cc(OCc3ccc(C(=O)OCC(=O)Nc4ccccc4OC(F)F)cc3)ccc12	9.8	-1.7	2.7	18.7	-2.8	-14.7	-0.5	-5.8	-5.6
COC(=O)C1=C(C)N(CCc2cc(OC)c(OC)c(OC)c2)C(=O)N[C@H]1c1ccc(Br)cc1	-3.9	6.9	.	-1.7	2.7	.	0.0	0.2	-2.0
COc1cc(C(C)=O)ccc1Oc1ncnc2c1cnn2-c1ccccc1	-6.1	-5.5	4.0	-8.5	6.4	5.9	-1.6	-2.7	-5.3
O=C(COc1ccccc1)Nc1nnc(-c2ccc(Cl)cc2)o1	-7.9	5.3	3.3	13.5	1.7	-0.3	1.6	3.4	-2.6
